Assay outcomes as filed in PubChem BioAssay.
PAFAH2 FP inh: PAFAH2 enzyme inhibitors, primary screen, biochemical, fluorescence polarization, human. Platelet-activating factor acetylhydrolase 2, cytoplasmic (Homo sapiens), Q99487. recombinant PAFAH2, FP-rhodamine activity probe. inhibition, % at 3.39 µM. actives 0.99% (n = 340,000);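 active means inhibition above the mean over all tested compounds plus 3 SD, cut at about 30% in these data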;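 further: inhibitors block probe labeling of enzyme so polarization drops; 0% = enzyme with DMSO and 100% = wells lacking PAFAH2 protein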
pPAFAH FP inh: pPAFAH enzyme inhibitors, primary screen, biochemical, fluorescence polarization, human; actives 1.5% (n = 330,000); recombinant pPAFAH, FP-rhodamine probe fluorescence polarization; inhibition, % at 3.39 µM; AID 463082, 2010;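 active means inhibition above the mean inhibition across the screen plus 3 SD, cut at about 25% in these data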;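 further: inhibitors block binding of the rhodamine activity-based probe so polarization drops; 0% = enzyme with DMSO and 100% = wells lacking pPAFAH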
PREPL inhibitor: PREPL enzyme inhibitors, primary screen, biochemical, fluorescence polarization. inhibition, % at 5.96 µM. actives 0.68% (n = 320,000). recombinant PREPL, fluorescence polarization activity-based probe. Prolyl endopeptidase-like (Homo sapiens), Q4J6C6; in the data active means inhibition above about 43%;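 further: 0% = enzyme with DMSO and 100% = wells lacking enzyme; many of its hits are not listed in these tables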
Target sequence (Q4J6C6 whole entry, looked up): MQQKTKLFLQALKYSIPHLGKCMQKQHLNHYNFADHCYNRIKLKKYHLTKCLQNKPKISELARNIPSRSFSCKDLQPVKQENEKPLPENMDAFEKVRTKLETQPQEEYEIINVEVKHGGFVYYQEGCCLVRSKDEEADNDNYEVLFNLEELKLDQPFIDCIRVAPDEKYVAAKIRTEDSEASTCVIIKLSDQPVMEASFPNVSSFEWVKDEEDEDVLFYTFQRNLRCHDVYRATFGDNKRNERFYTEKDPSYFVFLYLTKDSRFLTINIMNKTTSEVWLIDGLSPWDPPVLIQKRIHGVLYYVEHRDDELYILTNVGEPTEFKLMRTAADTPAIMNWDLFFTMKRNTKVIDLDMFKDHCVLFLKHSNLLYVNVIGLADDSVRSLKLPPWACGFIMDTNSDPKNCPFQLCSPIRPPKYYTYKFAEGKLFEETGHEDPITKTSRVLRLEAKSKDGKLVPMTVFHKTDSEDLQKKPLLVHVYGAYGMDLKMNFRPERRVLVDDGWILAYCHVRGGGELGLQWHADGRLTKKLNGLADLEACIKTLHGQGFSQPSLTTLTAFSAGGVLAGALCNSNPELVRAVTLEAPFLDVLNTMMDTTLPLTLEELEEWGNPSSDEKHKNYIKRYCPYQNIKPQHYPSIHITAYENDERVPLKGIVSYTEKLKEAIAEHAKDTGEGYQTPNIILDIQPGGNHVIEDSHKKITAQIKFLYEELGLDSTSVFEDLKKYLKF
PAD4 inh: human PAD4 inhibitors, primary screen, biochemical, fluorescence polarization, 1536-well format; Protein-arginine deiminase type-4 (Homo sapiens), Q9UM07; recombinant PAD4, RCA probe fluorescence polarization; inhibition, % at 6.36 µM; actives 0.41% (n = 330,000); AID 485272, 2010;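 active means percent inhibition above a cutoff equal to the mean of all tested compounds plus 3 SD, cut at about 15% in these data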;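 further: 0% = PAD4 with RCA probe and DMSO and 100% = probe without PAD4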
PAFAH1B3 inh: PAFAH1B3 enzyme inhibitors, primary screen, biochemical, fluorescence polarization, human | inhibition, % at 3.39 µM | recombinant PAFAH1B3, FP-rhodamine probe | AID 492972, 2010 | Platelet-activating factor acetylhydrolase IB subunit alpha1 (Homo sapiens), Q15102 | actives 0.28% (n = 340,000);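 active means inhibition above the screen-wide average of all tested compounds plus 3 SD, cut at about 25% in these data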;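 further: 0% = enzyme with DMSO only and 100% = wells lacking PAFAH1B3 protein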
PAFAH1B2 inh: PAFAH1B2 enzyme inhibitors, primary screen, biochemical, fluorescence polarization, human; inhibition, % at 3.39 µM; actives 1.2% (n = 340,000); AID 492953, 2010; recombinant PAFAH1B2, FP-rhodamine activity probe; Platelet-activating factor acetylhydrolase IB subunit alpha2 (Homo sapiens), P68402;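 active means inhibition above the mean of all tested compounds plus 3 SD, cut at about 24% in these data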;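 further: 0% = enzyme with DMSO and 100% = wells lacking PAFAH1B2; many of its hits are not listed in these tables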
LYPLA2 counter: LYPLA2 inhibitors, primary screen, counter-screen for PME1 inhibitor project, biochemical, fluorescence polarization, FP-Rh probe ABPP; Acyl-protein thioesterase 2 (Homo sapiens), O95372; recombinant LYPLA2; inhibition, % at 5.9 µM; actives 0.38% (n = 320,000); AID 2177, 2009;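 active means inhibition above the screen-wide mean plus 3 SD, limit set per campaign, cut at about 26% in these data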;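 further: 0% = LYPLA2 with DMSO and 100% = wells lacking LYPLA2 enzyme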
Target sequence (O95372 whole entry, looked up): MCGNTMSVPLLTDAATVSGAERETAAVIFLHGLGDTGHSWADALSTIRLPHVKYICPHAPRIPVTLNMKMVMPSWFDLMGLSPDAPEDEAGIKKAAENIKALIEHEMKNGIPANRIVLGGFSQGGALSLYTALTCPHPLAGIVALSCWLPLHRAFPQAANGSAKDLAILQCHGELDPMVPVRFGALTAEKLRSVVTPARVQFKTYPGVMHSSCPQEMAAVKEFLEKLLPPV
LYPLA1 counter: LYPLA1 inhibitors, primary screen, counter-screen for PME1 inhibitor project, biochemical, fluorescence polarization, FP-Rh probe ABPP. Acyl-protein thioesterase 1 (Homo sapiens), O75608. actives 0.16% (n = 320,000). recombinant LYPLA1. inhibition, % at 5.9 µM;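 active means inhibition above the mean of all tested compounds plus 3 SD, set per campaign, cut at about 14% in these data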;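 further: inhibitors block serine hydrolase probe labeling of LYPLA1 so polarization falls; 0% = enzyme with DMSO and 100% = wells lacking LYPLA1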
GSTO1 counter: inhibitors of recombinant GSTO1, primary screen, counter-screen for RBBP9 inhibitor project, biochemical, fluorescence polarization | Glutathione S-transferase omega-1 (Homo sapiens), P78417 | activity-based probe fluorescence polarization | inhibition, % at 5.96 µM | actives 1.1% (n = 300,000);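 active means inhibition above the campaign mean inhibition plus 3 SD, cut at about 35% in these data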;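 further: 0% = GSTO1-1 with DMSO and 100% = wells lacking GSTO1-1 enzyme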
* marks the source's active call; other numbers are inactive results; · = not tested or not shown.

SMILES | PAFAH2 FP inh | pPAFAH FP inh | PREPL inhibitor | PAD4 inh | PAFAH1B3 inh | PAFAH1B2 inh | LYPLA2 counter | LYPLA1 counter | GSTO1 counter
CSc1nnc(C)c(=O)n1COC(=O)COc1ccccc1C | -4 | 5 | 1 | -4 | 1 | 2 | 2 | -2 | 8
O=C(NCc1ccco1)C1c2ccccc2Oc2ccccc21 | -4 | 9 | 0 | -6 | -2 | -4 | -3 | -4 | -3
Cn1c(=N)n(CC(O)c2cccc3ccccc23)c2ccccc21 (centres undefined) | 6 | -2 | -12 | -2 | 2 | -1 | 0 | -1 | 0
CCCCNC(=O)c1onc(CS(=O)(=O)c2ccccn2)c1C(=O)NCCCC | 1 | 6 | -7 | 1 | 3 | 7 | -5 | -1 | 8
CC(=O)N[C@@H](Cc1c[nH]c2ccccc12)C(=O)NCc1ccccc1 | 14 | 4 | 0 | 0 | 8 | -2 | 6 | 3 | 15
COc1ccc(/C=N/Nc2ccc(C(=O)O)cc2)c(OC)c1OC | 8 | 6 | -3 | -1 | -2 | 5 | -9 | 0 | 6
CCNC(=S)Nc1cc(C)ccn1 | -2 | 0 | 1 | 6 | 3 | -6 | -8 | -4 | 1
COc1ccc(C2c3[nH]c4ccccc4c3CCN2C(=O)c2cc3ncccn3n2)c(F)c1 (centres undefined) | 5 | 8 | -30 | -1 | 9 | 2 | -2 | -5 | -2
Cc1ccc(CNC(=O)CCc2cn(C)c3ccccc23)cc1 | 5 | 3 | 21 | -1 | 3 | 6 | -3 | -1 | 5
COc1ccccc1N1CCN(C(=O)CCC(=O)N2CCN(c3ccc(F)cc3)CC2)CC1 | 6 | 1 | 26 | 23* | 8 | 7 | 4 | 3 | -2
Cc1c(C(=O)Oc2ccc(Cl)cc2)n(C)oc1=O | -2 | -1 | 2 | -1 | -4 | 3 | -2 | 2 | -3
C=CCNC(=O)C1CC(=O)N(c2ccc(OCC(=O)Nc3c(C)cccc3C)cc2)C1 (centres undefined) | 14 | 4 | -4 | 11 | 4 | 10 | 2 | 4 | 2
Cc1cc2nc(C)n(CCCNC(=O)Nc3ccccc3)c2cc1C | 7 | -3 | -6 | 2 | -2 | 6 | -1 | -3 | -1
CCn1c(SCC(N)=O)nnc1-c1ccc2[nH]c(C)c(C)c2c1 | 6 | 5 | 8 | -3 | 7 | 6 | -2 | 4 | 0
Cc1cc(NC(=O)COC(=O)C2CSC3(C)CCC(=O)N23)ccc1Br (centres undefined) | 4 | 12 | 31 | -1 | 7 | 4 | · | · | ·
COc1cc(C(=O)Oc2ccc(C(=S)N3CCOCC3)cc2)cc(OC)c1OC | 0 | 3 | -3 | 1 | -2 | 1 | -2 | 3 | 7
CCOc1ccc2nc(N3CCCN(C(=O)Nc4ccccc4C)CC3)c(C#N)cc2c1 | 2 | 1 | 44* | -6 | 11 | -3 | 4 | 1 | 1
Cc1cc(=O)[nH]c(NN)n1 | 11 | 2 | -3 | 16* | 7 | 4 | 9 | 0 | 0
CC(Cc1cccnc1)NC(=O)CCc1nnc(-c2ccccc2)o1 (centres undefined) | 3 | 0 | 11 | 2 | 4 | 2 | 2 | -1 | 1
CCCCCc1nc(-c2nonc2N)no1 | 3 | 2 | -3 | 0 | -5 | 2 | 1 | -2 | -1
CCn1c(C)nc2cc(C(=O)NNC(=S)Nc3ccc(C)cc3)ccc21 | -1 | 6 | 6 | -3 | 2 | 7 | -2 | 1 | 1
CC(Sc1nncs1)C(=O)Nc1ccc2c(c1)OCO2 (centres undefined) | -4 | 6 | -3 | 3 | 7 | 2 | 1 | 2 | -4
Cc1ccc(/C=N/NC(=O)c2cc(-c3ccccc3)nc3ccccc23)o1 | 0 | 2 | -3 | -8 | 8 | -2 | -8 | -3 | -11
COc1ccc(S(=O)(=O)N2CCc3ccccc3C2)cc1 | -3 | 3 | 6 | -1 | -2 | -5 | -3 | -1 | 7
Cn1cc(S(=O)(=O)N2CCCC2)cc1C(=O)N1CCN(c2cccc(Cl)c2)CC1 | -2 | 0 | 21 | 5 | 2 | 3 | 12 | 2 | 0
O=C(c1ccccc1)c1cccc[n+]1[O-] | 10 | 10 | 8 | -4 | 6 | 2 | -7 | -2 | 2
CCOC(=O)c1[nH]c2cc3c(cc2c1NC(=O)CN1CCCCC1C)OCO3 (centres undefined) | · | 2 | 15 | -7 | · | · | -1 | -1 | 0
CC(C)(C)c1nc(SCC(=O)N2CC(=O)Nc3ccccc32)c2ccccc2n1 | 1 | 1 | 15 | 4 | 1 | 4 | -4 | -1 | 1
CCOC(=O)C1(CCc2ccccc2)CCN(Cc2ccccn2)CC1 | -4 | 5 | -37 | -2 | 2 | -3 | 3 | 0 | -1
Cc1[nH]n(-c2ccc(Cl)cc2)c(=O)c1C=Nc1ccc(S(=O)(=O)N2CCOCC2)cc1 | 8 | -2 | -1 | -13 | 14 | 1 | -2 | -2 | 19

A different layout for part of the listing above.
Molecule	PAFAH2 FP inh	pPAFAH FP inh	PREPL inhibitor	PAD4 inh	PAFAH1B3 inh	PAFAH1B2 inh	LYPLA2 counter	LYPLA1 counter	GSTO1 counter
CC(C)(C)c1nc(SCC(=O)N2CC(=O)Nc3ccccc32)c2ccccc2n1	1	1	15	4	1	4	-4	-1	1
CCOC(=O)C1(CCc2ccccc2)CCN(Cc2ccccn2)CC1	-4	5	-37	-2	2	-3	3	0	-1

Carrying on:
SMILES | PAFAH2 FP inh | pPAFAH FP inh | PREPL inhibitor | PAD4 inh | PAFAH1B3 inh | PAFAH1B2 inh | LYPLA2 counter | LYPLA1 counter | GSTO1 counter
CN(C)C(=O)c1ccc(-c2n[nH]c(=O)c3ccccc23)cc1 | 5 | 1 | 1 | -2 | 2 | 1 | 0 | 1 | 4
CCN(CC)S(=O)(=O)c1ccc(N2CCN(S(=O)(=O)c3ccccc3C#N)CC2)nc1 | -5 | 2 | -3 | 1 | 4 | 2 | 4 | -3 | -10
Clc1ccc(CNc2ccc(CNc3ncn[nH]3)cc2)c(Cl)c1 | 1 | 37* | 0 | -1 | 6 | 8 | 9 | 2 | 5
CCc1ccc(N/C(N)=N/c2nc(CSc3ccccn3)cc(=O)[nH]2)cc1 | · | 11 | 6 | -4 | · | · | -9 | -10 | 2
CCCCn1c(N)c(N(CCC(C)C)C(=O)c2cc(S(=O)(=O)N3CCOCC3)ccc2F)c(=O)[nH]c1=O | 3 | -4 | 5 | -2 | -1 | -3 | 0 | -1 | 1
COCCn1nnnc1C(C(C)C)N(Cc1cccnc1)Cc1cc2cc(OC)ccc2[nH]c1=O (centres undefined) | -5 | 5 | 8 | -8 | 6 | 3 | -2 | 3 | -8
Cc1cccc(OS(=O)(=O)NC(=O)OCC2CCCN3CCCCC23)c1 (centres undefined) | 0 | 3 | 1 | -6 | 1 | 6 | 1 | 1 | -4
O=C(COC(=O)c1ccc(F)c(S(=O)(=O)N2CCOCC2)c1)NCc1ccccc1 | 18 | 8 | 18 | 3 | 11 | 5 | · | · | ·
C[C@H](CO)N1C[C@H](C)[C@@H](CN(C)C(=O)Nc2ccc3c(c2)OCO3)Oc2ccc(NC(=O)Cn3cnnn3)cc2C1=O | 6 | -4 | 16 | -5 | 9 | 4 | · | · | ·
COc1ccccc1N1CCN(C(=O)c2ccc(S(=O)(=O)N3CCCCC3)cc2)CC1 | -7 | 0 | -3 | 5 | 4 | 2 | 4 | 1 | -4
O=C(Cc1c(Cl)cccc1Cl)Nc1cccnc1 | -1 | 1 | 5 | -5 | 5 | 3 | 4 | 0 | -3
Cn1ccnc1SCC(=O)Nc1ccc(Br)cc1C(F)(F)F | 6 | 0 | 2 | 2 | -1 | -5 | 12 | 8 | 3
CC(C)CCNC(=O)[C@@H](NC(=O)c1c(F)cccc1F)C(C)C | 1 | 2 | 7 | -2 | -3 | -2 | 1 | -2 | 2
Cn1c(NC(=O)c2ccco2)c(-c2ccccc2Cl)c(=O)c2ccccc21 | -2 | 1 | 1 | 1 | 9 | -2 | -3 | -2 | 3
COc1cccc(-c2nnc(SCC(=O)Nc3ccc(OC)c(OC)c3)n2N)c1 | -2 | -2 | 8 | -6 | 7 | 3 | 4 | 2 | -1
COC(=O)C(C(=O)Nc1cc(C)on1)C1CCCCCC1 (centres undefined) | -3 | 1 | -3 | -7 | 6 | 3 | 0 | 3 | 6
Cc1ccc(NC(=O)CSc2nc3ccccc3c(=O)n2CCCN2CCCCC2)cc1Cl | -5 | -3 | 0 | -3 | -7 | -2 | -10 | -1 | -4
CN(CCOC(=O)CN1C(=O)c2ccccc2C1=O)C1=NS(=O)(=O)c2ccccc21 | · | 0 | -7 | 4 | · | · | 1 | -4 | 2
CS(=O)(=O)OCCCCOS(C)(=O)=O | 7 | -6 | 4 | -2 | 1 | 2 | -3 | 0 | -3
CCc1c(C(=O)N/N=C/c2sccc2C)nnn1-c1nonc1N | 8 | 3 | 3 | -4 | 14 | 3 | -3 | -3 | 5
Cc1ccc(NCc2ccccc2O)cc1C | 10 | 4 | -3 | -2 | 8 | 9 | 0 | -1 | 8
COc1cccc(C2C(C(C)=O)=C(O)C(=O)N2CCc2c[nH]c3ccccc23)c1 (centres undefined) | 1 | 3 | 13 | -5 | 3 | 9 | 0 | 4 | 0
CN(C(=O)CSc1nc2ccccc2c(=O)n1-c1ccccc1Cl)C1CCS(=O)(=O)C1 (centres undefined) | -6 | 4 | 0 | 0 | 5 | 1 | · | · | ·
Cc1cc(C(=O)OCC(=O)NC2CC2)c2ccccc2n1 | -4 | -2 | 11 | 3 | -7 | -1 | -3 | 2 | ·
CC(=O)N1CCN(CCN=CC2=C(O)CC(c3ccc(Cl)cc3)CC2=O)CC1 (centres undefined) | -9 | 3 | 20 | -6 | 5 | 2 | -4 | 0 | 10
CCOc1cc(/C=N/NC(=O)c2ccc(NC(=O)C3CC3)cc2)ccc1O | -1 | 1 | 3 | -3 | 2 | 4 | 1 | -1 | 1
Cn1nc(-c2ccccc2)c2ncc(C(F)(F)F)cc21 | 10 | 2 | -9 | -1 | 3 | -3 | 5 | 1 | -2
Cc1nn(-c2ccc(N3CCOCC3)nn2)c(C)c1CCC(=O)Nc1ccc(F)cc1 | -6 | -3 | -1 | -1 | 2 | 4 | -2 | 4 | -8
O=C(C1CCN(c2nc(-c3ccccc3)nc3c2CCC3)CC1)N1CCCC1 | 1 | -2 | 5 | 0 | 7 | 5 | 1 | 0 | 2
COc1ccc(NC(=S)NCc2ccccc2Cl)c(OC)c1 | -3 | -2 | -2 | 1 | 8 | 5 | 0 | 0 | 9
CCOc1ccc(Nc2nc(N)nc(CN3CCN(c4ccccc4F)CC3)n2)cc1 | -1 | 3 | 12 | 1 | 6 | 0 | 13 | 0 | 4
COC(=O)[C@H](CCSC)NC(=O)NC1CC1 | 1 | -4 | 11 | 4 | 4 | 0 | 4 | -1 | 8
Cc1cc(C)n2nc(SC(C)C(=O)NC3CCCCC3C)nc2n1 (centres undefined) | 1 | 5 | 3 | 1 | 4 | 0 | 0 | 4 | 3

A portion of the library. The share of hits here may be higher or lower than overall.
